Compound activity deposited in PubChem by The Scripps Research Institute Molecular Screening Center.
PAFAH2 FP inh: inhibitors of human PAFAH2; Q99487; recombinant PAFAH2, FP-rhodamine activity probe, fluorescence polarization; inhibition, % at 3.39 µM; 0.99% of 340,000 active;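 active means inhibition above the mean over all tested compounds plus 3 SD, cut at about 30% in these data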;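 further: inhibitors block probe labeling of enzyme so polarization drops; 0% = enzyme with DMSO and 100% = wells lacking PAFAH2 protein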
procasp7 counter: counter-screen: procaspase-7 (human) activation; recombinant procaspase-7, Ac-DEVD-pNA absorbance 405 nm; D23A/D198A/D206A triple mutant, cannot self-cleave; scale: DMSO 0, 5 µM enzyme 100; activation, % at 8.5 µM; 0.093% of 330,000 active; AID 463210;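 active means percent activation above the screen-wide mean plus 3 SD, cut at about 25% in these data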
Target sequence (P55210 whole entry D23A/D198A/D206A): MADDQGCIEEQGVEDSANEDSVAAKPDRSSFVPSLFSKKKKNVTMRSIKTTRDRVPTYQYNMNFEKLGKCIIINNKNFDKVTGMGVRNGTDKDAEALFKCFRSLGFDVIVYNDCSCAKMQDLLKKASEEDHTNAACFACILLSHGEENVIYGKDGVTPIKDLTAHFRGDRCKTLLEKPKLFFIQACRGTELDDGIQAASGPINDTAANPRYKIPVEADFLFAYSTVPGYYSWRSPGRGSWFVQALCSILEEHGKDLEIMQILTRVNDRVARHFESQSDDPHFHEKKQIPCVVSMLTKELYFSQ
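Replicates: singlicate. Assay system: Procaspase-7 triple mutant (PC-7 D3A). Signal: 405 nm absorbance of p-nitroaniline. Times: 1 h preincubation, 2 h reaction. Buffer or medium: Zinc-free HEPES pH 7.4 with 300 mM NaCl, 0.01% Triton X-100. Also added: DEVD-pNA substrate. Benchmarks: DMSO wells as 0%, DMSO with 5 µM added PC-7 as 100%.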
core dimer inh: HCV core protein dimerization inhibition; AID 1899; 0.33% of 300,000 active; inhibition, % at 5 µM; TR-FRET GST/Flag-core106 dimerization, 1536-well;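 active means inhibition above the mean of all tested compounds plus 3 SD, set per screening campaign, cut at about 45% in these data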
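Assay system – GST-tagged and Flag-tagged HCV core protein residues 1-106 · Quantity – core106 proteins, GST 13.5 nM and Flag 17 nM · Benchmarks – unlabelled core106 and no-GST-core106 wells · Read-out basis – percent inhibition of core106 dimerization signal · Detection – time-resolved FRET, ex 340 nm, em 617 and 671 nm · Schedule – 4 h at 22.5 °C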
PP1 counter: PP1-alpha (human) inhibition in PP5 counter-screen | P62136 | purified PP1alpha, OMFP fluorescence | inhibition, % at 6.7 µM | 0.9% of 320,000 active | AID 2235;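 active means inhibition above the mean inhibition of all tested compounds plus 3 SD, computed separately for each screening campaign, cut at about 15% in these data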
procasp3 activ: activators of human procaspase-3; P42574; recombinant procaspase-3 D3A, Ac-DEVD-pNA absorbance 405 nm; activation, % at 8.5 µM; 0.11% of 330,000 active; AID 463141;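 active means activation above the mean of all tested compounds plus 3 SD, cut at about 21% in these data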;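 further: 0% = DMSO alone and 100% = DMSO wells spiked with extra 5 µM PC-3 D3A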
Target sequence (P42574 whole entry D9A/D28A/D175A): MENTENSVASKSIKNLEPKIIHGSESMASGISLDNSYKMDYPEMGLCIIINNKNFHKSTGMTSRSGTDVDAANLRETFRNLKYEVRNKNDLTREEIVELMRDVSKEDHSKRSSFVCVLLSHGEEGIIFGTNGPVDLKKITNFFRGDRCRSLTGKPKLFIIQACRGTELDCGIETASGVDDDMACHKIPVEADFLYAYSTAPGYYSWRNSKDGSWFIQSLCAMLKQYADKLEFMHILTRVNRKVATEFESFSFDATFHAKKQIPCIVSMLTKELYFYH
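assay system = Procaspase-3 D3A mutant | signal = absorbance at 405 nm, 0 and 120 min | times = 1 h preincubation plus 2 h reaction at 25 °C | repeats = single replicate | read-out = % activation between DMSO and enzyme-spiked controls | medium = Zinc-free HEPES saline buffer with Triton X-100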
PP5 inh: inhibitors of human protein phosphatase 5 (PP5) | purified PP5c, OMFP substrate fluorescence | AID 1987 | P53041 | 0.18% of 320,000 active | inhibition, % at 6.7 µM;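 active means inhibition above the campaign's mean inhibition across all tested compounds plus 3 SD, cut at about 9.5% in these data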;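 further: 0% = DMSO only and 100% = 100 µM cantharidin control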
Target sequence (P53041 whole entry, looked up): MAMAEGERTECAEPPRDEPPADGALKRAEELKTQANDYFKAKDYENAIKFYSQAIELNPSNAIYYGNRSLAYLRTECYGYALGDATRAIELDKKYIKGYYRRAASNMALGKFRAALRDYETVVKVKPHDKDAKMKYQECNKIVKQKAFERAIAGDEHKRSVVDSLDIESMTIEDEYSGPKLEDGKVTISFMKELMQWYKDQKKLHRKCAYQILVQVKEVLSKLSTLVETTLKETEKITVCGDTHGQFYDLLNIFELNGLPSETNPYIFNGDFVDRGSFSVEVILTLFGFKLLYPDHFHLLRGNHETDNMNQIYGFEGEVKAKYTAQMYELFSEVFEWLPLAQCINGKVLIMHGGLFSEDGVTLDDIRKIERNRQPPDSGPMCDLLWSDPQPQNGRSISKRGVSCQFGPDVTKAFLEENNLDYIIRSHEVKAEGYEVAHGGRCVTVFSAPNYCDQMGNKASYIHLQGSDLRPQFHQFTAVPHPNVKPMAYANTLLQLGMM
CTSL1 counter: blocks F. hepatica cathepsin L1 in PFM18AAP counter-screen | recombinant F. hepatica cathepsin L1, Z-Leu-Arg-MCA fluorescence | inhibition, % at 5.96 µM | 0.49% of 300,000 active | AID 1906;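 active means inhibition above the mean of all tested compounds plus 3 SD, set per screening campaign, cut at about 17% in these data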;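 further: 0% = plate median of test compound wells and 100% = 1 µM Z-Phe-Ala-diazomethylketone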
TPT1 inhibitor: blocks Candida albicans tRNA 2'-phosphotransferase; recombinant caTPT1, FP RNA substrate dephosphorylation; inhibition, % at 5 µM; 0.81% of 300,000 active; AID 1962;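 active means inhibition above the mean of all tested compounds plus 3 SD, set per screening campaign, cut at about 24% in these data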;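 further: plate controls were DMSO alone for no effect and ferristatin control at 100 nM for full effect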
AHR activator: activators of human aryl hydrocarbon receptor. AHR-responsive luciferase reporter cells, luminescence. activation, % at 5 µM. 2.5% of 320,000 active. AID 2796; in the data active means activation above about 47%;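 further: 0% = vehicle wells and 100% = reference agonist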
* marks the source's active call; other numbers are inactive results; . = no result given. This is a random part of the collection; about 5.6% have a hit in one of these screens.

structure | PAFAH2 FP inh | procasp7 counter | core dimer inh | PP1 counter | procasp3 activ | PP5 inh | CTSL1 counter | TPT1 inhibitor | AHR activator
Cc1cccc(NC(=O)CN2CCSc3ccccc32)c1 | 5 | 9 | 0 | -3 | 11 | -3.2 | -2 | 0 | 9
Cc1cc(=O)oc2cc(OCC(=O)NC(Cc3c[nH]c4ccc(O)cc34)C(=O)O)c(Cl)cc12 (stereo not given) | -1 | 0 | -3 | 1 | 2 | 3.0 | 0 | -1 | 1
CCc1noc(C)c1C(=O)Nc1cc(S(=O)(=O)N2CCCCC2)ccc1N(C)C | 0 | 6 | 4 | 0 | 5 | 0.8 | 4 | 1 | 2
CCCc1cc(=O)oc2cc(OC(C)C(=O)NCc3ccccn3)c(Cl)cc12 (stereo not given) | -6 | -3 | 1 | 0 | 3 | -0.1 | 0 | -2 | 3
COc1cc(CO)ccc1Oc1nc2ccccc2n2cnnc12 | -4 | 2 | -1 | -3 | 5 | 1.1 | 1 | 2 | 1
Cc1cc(S(=O)(=O)N2CCC3(CC2)OCCN3S(=O)(=O)c2cccs2)ccc1F | 2 | 12 | 5 | -2 | 1 | 2.8 | -2 | -1 | 0
CC(=O)c1cccc(NC(=O)c2ccc3c(c2)CCCC3)c1 | 2 | 3 | -2 | 4 | -2 | -4.1 | -1 | 3 | 4
CCOC(=O)C(C)/C(C)=N\Nc1ccc([N+](=O)[O-])cc1[N+](=O)[O-] (stereo not given) | 5 | -3 | 2 | -1 | 4 | 1.0 | 0 | 1 | 0
COc1ccc(OCCN2CCN(S(=O)(=O)c3ccccc3C(F)(F)F)CC2)cc1 | 5 | 3 | . | -2 | 1 | 1.6 | . | . | 0
CC(C)(C)NC(=O)C(c1ccccc1)N(Cc1cccs1)C(=O)c1csnn1 (stereo not given) | -7 | -14 | 1 | 2 | -3 | -2.1 | 2 | 2 | 2
Cc1cccc(NC(=O)CNC(=O)N2CC(=O)Nc3ccccc32)c1C | 0 | -6 | -4 | -6 | -2 | 0.8 | -8 | -1 | 9
CCCC(=O)NCCSC | 5 | 1 | -1 | -2 | 4 | 1.1 | -5 | 0 | 0
CC1CCN(c2nnc(NC(=O)Cn3c(=O)oc4ccccc43)s2)CC1 | 5 | 8 | 3 | -2 | 3 | -1.1 | -1 | -3 | 0
O=C(O)[C@H](Cc1ccccc1)NC(=O)N1CCC(Cc2ccccc2)CC1 | 2 | -4 | -1 | -1 | -3 | 0.5 | -2 | -2 | 2
Cc1c(NC(=O)/C(C#N)=C/c2ccc(-c3ccc(Cl)cc3)o2)c(=O)n(-c2ccccc2)n1C | 3 | -11 | -2 | 5 | -5 | 5.3 | -2 | 3 | -7
Cn1c(NC(=O)c2cccnc2)nc2ccccc21 | -1 | 14 | -1 | -3 | -5 | 0.0 | 2 | 0 | 78*
CC1CC(C)CN(C(=O)CCS(=O)(=O)c2ccc3c(c2)NC(=O)CS3)C1 (stereo not given) | -1 | 2 | 7 | -4 | 0 | 2.3 | -5 | 2 | 1
Cc1ccc(N(CC(=O)NC2CCCC2)C(=O)c2nsc(Cl)c2Cl)cc1 | -7 | -4 | 14 | -1 | -4 | 0.4 | 3 | 2 | 11
Cc1cccc(N2CCN(S(=O)(=O)c3ccc4c(c3)NC(=O)CO4)CC2)c1C | 6 | 2 | 18 | 0 | -4 | 2.0 | 4 | 1 | -1
O=C(O)c1nccnc1C(=O)Nc1ccc(S(=O)(=O)N2CCOCC2)cc1 | 1 | 3 | 1 | -4 | -2 | 0.4 | 1 | -1 | -1

Additional entries.
structure | PAFAH2 FP inh | procasp7 counter | core dimer inh | PP1 counter | procasp3 activ | PP5 inh | CTSL1 counter | TPT1 inhibitor | AHR activator
Cc1ccc2oc(-c3ccc(C)c(NC(=O)Cc4cccs4)c3)nc2c1 | -7 | 16 | 11 | -1 | 3 | 0.2 | 0 | -1 | 0
COc1cc(-c2nc(-c3cccc(C(F)(F)F)c3)no2)cc(OC)c1OC | -8 | 10 | -1 | -4 | 6 | -2.4 | 4 | -2 | 3
Cc1ccc(S(=O)(=O)Nc2c(C)[nH]c(=O)[nH]c2=O)cc1C | -7 | -1 | 1 | -2 | 13 | -0.1 | 0 | 1 | 1
NC(=O)NC(CC(=O)NCc1ccc2c(c1)OCO2)c1ccccc1Cl (stereo not given) | -9 | -3 | -3 | -2 | -1 | 1.8 | -1 | 1 | 14
Cn1c(=O)c2c(nc(N3CCC(C(N)=O)CC3)n2CCSc2nc3ccccc3s2)n(C)c1=O | -23 | 5 | -4 | 1 | 7 | -2.2 | 0 | 1 | 6
CCOC(=O)C(Cc1c[nH]c2ccccc12)NC(=O)CNC(C)=O (stereo not given) | -2 | 11 | -3 | -2 | 6 | 0.5 | 0 | 1 | -1
Cc1cc(C(=O)Nc2ccccc2C(=O)O)ccc1NC(=O)COc1ccccc1Cl | -2 | 8 | 15 | -2 | 0 | 3.8 | 4 | -1 | 0
COc1ccc(OC)c(C2C(C(=O)c3sc(C)nc3C)=C(O)C(=O)N2CCN2CCOCC2)c1 (stereo not given) | 0 | 3 | -4 | -1 | -2 | 1.7 | 3 | -1 | 9
Cc1oc(-c2cccc3ccccc23)nc1CN1CCN(c2ncnc3ccccc23)CC1 | 1 | 6 | 4 | 3 | 3 | -1.2 | 3 | -1 | 22
COc1ccc(C(=O)NCCc2nnc3ccc(SCC(=O)NCc4ccccc4)nn23)cc1 | 1 | 0 | 8 | -1 | 0 | 1.6 | 2 | 2 | 0
Cc1ccc(C(=O)N2CCCC(CCC(=O)NCc3ccccc3F)C2)cn1 (stereo not given) | 1 | 10 | 9 | 3 | 5 | 2.3 | 0 | -4 | -1
O=C1c2ccccc2NC(c2ccc(-c3cccc([N+](=O)[O-])c3)o2)N1O (stereo not given) | -6 | 9 | -1 | 6 | 4 | -0.7 | 7 | -2 | 18
COc1cccc(C(=O)OCC(=O)NCCc2ccccc2)c1OC | 58* | -1 | 7 | -4 | 16 | -2.9 | 0 | 1 | 0
CN(C)S(=O)(=O)c1cccc(-c2nnc(-c3ccccc3)o2)c1 | -8 | -2 | 4 | 0 | 1 | 3.1 | -1 | 2 | -2
CN(Cc1cccs1)C(=O)CN1C(=O)c2ccccc2S1(=O)=O | 3 | 2 | . | 4 | -2 | 0.4 | . | . | 1
COc1cc(OC)cc(C(=O)NC(=S)Nc2ccc(NC(=O)c3ccco3)cc2)c1 | 1 | 14 | 4 | 3 | 4 | 0.0 | -4 | -6 | 41
Cc1cc(C(=O)Nc2ccccc2N2CCOCC2)no1 | -1 | 9 | . | -1 | 4 | -0.6 | . | . | 0
Cc1ccc2cc(CN(CC3CCCO3)S(=O)(=O)c3ccc4c(c3)OCCO4)c(=O)[nH]c2c1C (stereo not given) | 5 | -9 | -4 | -4 | -4 | -0.5 | -6 | 1 | -9
Cc1cc(=O)oc(C)c1C(=O)Nc1ccc(N(C)C)cc1 | -4 | -9 | -1 | -3 | -4 | -0.1 | 6 | 2 | 5
Cc1ccccc1NC(=O)C1CCN(c2cnccn2)CC1 | 10 | 11 | 5 | -6 | 6 | 1.0 | -3 | 0 | 2

Profiles, quoted from the list. Order of values: PAFAH2 FP inh, procasp7 counter, core dimer inh, PP1 counter, procasp3 activ, PP5 inh, CTSL1 counter, TPT1 inhibitor, AHR activator
`Cc1oc(-c2cccc3ccccc23)nc1CN1CCN(c2ncnc3ccccc23)CC1` as listed: 1, 6, 4, 3, 3, -1.2, 3, -1, 22
`COc1cc(OC)cc(C(=O)NC(=S)Nc2ccc(NC(=O)c3ccco3)cc2)c1` as listed: 1, 14, 4, 3, 4, 0.0, -4, -6, 41

Following part.
structure | PAFAH2 FP inh | procasp7 counter | core dimer inh | PP1 counter | procasp3 activ | PP5 inh | CTSL1 counter | TPT1 inhibitor | AHR activator
Nc1nnc(-c2ccco2)s1 | -1 | 0 | -2 | 3 | -5 | 3.2 | 2 | 2 | 0
O=P(COCCOCP(=O)(c1ccccc1)c1ccccc1)(c1ccccc1)c1ccccc1 | 5 | -2 | 0 | -5 | -3 | 0.5 | 0 | 7 | 0
COc1ccc(Cc2nnc(SCc3c(C)noc3C)n2C2CCCCC2)cc1OC | -1 | 4 | 2 | -3 | 0 | -1.2 | 10 | -1 | 4
O=C(NNC(=O)c1ccccc1Br)c1cccs1 | -4 | 1 | -16 | 8 | -13 | -2.9 | -1 | -3 | 1
CN(C)c1oc(-c2ccco2)nc1S(=O)(=O)c1ccc(Br)cc1 | -5 | 6 | . | 2 | 12 | 3.6 | . | . | 2
O=C(Cc1cccs1)Nc1cccc(C(=O)Nc2ccco2)c1 | 0 | 7 | -6 | -3 | 1 | 1.6 | -3 | 3 | 1
COc1cccc(NC(=O)COC(=O)CC2CC3CCC2C3)c1 (stereo not given) | 78* | 4 | . | . | 5 | . | . | . | 1
CCn1c(SCC(=O)NCC2CCCO2)nc2c([nH]c3ccccc32)c1=O (stereo not given) | -3 | -6 | -7 | 0 | 6 | 4.9 | -2 | -2 | 80*
CCOC(=O)C1CCN(C(=O)Nc2ccc(OC)c(OC)c2)CC1 | -3 | -23 | 3 | 0 | -10 | -0.3 | -1 | 0 | -3
C=CCOc1ccccc1CN1CCN(CCc2ccccc2)C(CCO)C1 (stereo not given) | -2 | 16 | 4 | 1 | 6 | 0.3 | 2 | 0 | 3
Cc1cccc2cc3cccc(C)c3nc12 | 9 | -8 | -1 | -3 | -7 | 2.6 | -4 | -6 | 2
CCNC(=O)CN1C(=O)NC2(CCCc3cc(OC)ccc32)C1=O (stereo not given) | -2 | 12 | 1 | -2 | 0 | 3.5 | -1 | 7 | 3
CCN1C(=O)[C@H]2[C@@H](c3ccc(SC4CCCCC4)cc3)N[C@@](CC(C)C)(C(=O)OC)[C@H]2C1=O | -6 | 4 | 8 | -3 | 0 | 3.1 | 2 | 0 | 1
Cc1ccc(/C=C/C(=O)O)cc1S(=O)(=O)Nc1ccc(C(=O)O)cc1 | -7 | -7 | -3 | 1 | 11 | -1.5 | 2 | -2 | -2
COCCNCCCOc1ccc(C(C)(C)c2ccccc2)cc1 | 3 | 9 | -5 | 4 | -2 | 1.7 | 0 | -2 | -1
CCOC(=O)c1ccc(-n2c(CN3CCC(C(N)=O)CC3)nc3ccc([N+](=O)[O-])cc3c2=O)cc1 | -9 | -5 | 17 | 9 | 3 | -0.9 | 4 | 2 | 7
Cc1c(NC(=O)CSc2ccc3ccccc3n2)c(=O)n(-c2ccccc2)n1C | 8 | -6 | . | -3 | -8 | -1.0 | . | . | 3
CCCCNC(=O)/C=C1\Sc2ccccc2NC1=O | 4 | -3 | -8 | -2 | -2 | 2.1 | 1 | 2 | 2
COCCNC(=O)C1CC(c2ccccc2[N+](=O)[O-])=NO1 (stereo not given) | 1 | 3 | -3 | -2 | 4 | 1.4 | -1 | -2 | 3
